Bim-Mcl-1 = disrupts Bim peptide binding to human Mcl-1; inhibition, % at 10 µM; Q07820; hit rate 0.1% among 190,000; Bead-based flow cytometry, Bim peptide-Mcl-1 binding; in the data active = inhibition above about 40%;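 also: 0% = no compound tracer wells and 100% = peptide blocker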
Target sequence (Q07820 whole entry, looked up): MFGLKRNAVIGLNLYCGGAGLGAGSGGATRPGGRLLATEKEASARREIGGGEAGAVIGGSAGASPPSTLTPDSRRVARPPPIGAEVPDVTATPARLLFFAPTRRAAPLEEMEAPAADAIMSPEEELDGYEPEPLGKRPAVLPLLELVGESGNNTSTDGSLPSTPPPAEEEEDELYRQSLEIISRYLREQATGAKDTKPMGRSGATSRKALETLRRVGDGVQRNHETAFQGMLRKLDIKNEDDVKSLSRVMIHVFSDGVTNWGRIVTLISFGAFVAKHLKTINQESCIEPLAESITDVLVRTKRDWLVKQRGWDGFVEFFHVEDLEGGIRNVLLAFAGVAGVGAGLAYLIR
Mcl1 Bid PPI = disrupts binding of human Mcl-1 to Bid peptide; TR-FRET Mcl-1/Bid-Dy647 peptide binding, 1536-well; Q07820; hit rate 0.97% among 220,000; inhibition, % at 21.7 µM;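 active = compounds that cut the binding signal by more than half at the single screening dose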;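 also: His-tagged Mcl-1 with europium anti-His antibody binding Bid BH3 peptide; 0% = Mcl-1 plus peptide wells and 100% = peptide-only wells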
Rac1 act GTP bind = alters GTP binding to activated mutant human Rac1; P63000; percent activity (GTP binding), % at 10 µM; GST-Rac1 activated beads, fluorescent GTP binding, flow cytometry; actives lie on both sides; 100% means binding = to untreated wells; hit rate 0.11% among 190,000; AID 764;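 active = GTP binding at least 20 percentage points away from the 100% baseline, in either direction, so actives lie on both sides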
Cdc42 wt GTP = human Cdc42 wildtype GTP binding change, either direction | P60953 | GST-Cdc42 beads, Bodipy-GTP binding, flow cytometry; actives lie on both sides | percent activity (GTP binding), % at 10 µM | hit rate 0.2% among 190,000;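 active = percent activity GTP binding at least 20 points away from the 100% baseline, either down as inhibitor or up as activator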;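 also: median bead fluorescence of bound Bodipy-FL-GTP at 100 nM; 0% = excess unlabeled GTP control and 100% = no compound control; below 100% means less GTP binding so inhibitor and above means activator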
Target sequence (P60953 whole entry, looked up): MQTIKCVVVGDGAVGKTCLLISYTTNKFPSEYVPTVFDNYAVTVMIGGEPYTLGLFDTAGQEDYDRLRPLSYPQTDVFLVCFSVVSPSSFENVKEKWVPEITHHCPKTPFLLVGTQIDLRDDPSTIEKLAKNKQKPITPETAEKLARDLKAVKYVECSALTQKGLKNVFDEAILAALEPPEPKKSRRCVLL
Pf gametocyte = P. falciparum stage V gametocyte viability inhibition; AID 743093; inhibition, % at 10.9 µM; P. falciparum stage V gametocytes, ATP luminescence, 24 h; hit rate 0.065% among 150,000;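 active = inhibition above the mean plus 3 SD of compounds within the control limits, set per campaign, cut at about 38% in these data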;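 also: 0% = DMSO wells and 100% = medium only without gametocytes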
Avidin fluor = avidin bead compound fluorescence profile; hit rate 0.38% among 220,000; Avidin beads, compound fluorescence 488/530 nm, flow cytometry; active compounds read high; fluorescence (KMESF) at 10 µM; in the data active = fluorescence above about 47; also: inactives centre near 10
Rab2A wt mod = changes GTP binding to wildtype dog Rab2A, up or down. P61105. GTP binding activity, % at 10 µM. GST-Rab2 wt beads, Bodipy-GTP binding, flow cytometry. hit rate 0.19% among 190,000;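 active = GTP binding activity at least 20 points away from 100%, either lowered or raised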;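 also: 0% = beads with excess unlabeled GTP and 100% = no-compound control corrected for plate trend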
Mcl1-Noxa inh = Mcl-1/Noxa interaction inhibition | Q07820 | TR-FRET Mcl-1/Noxa peptide binding, 2 h | inhibition, % at 21.7 µM | hit rate 1.5% among 220,000 | AID 1022;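 active = compounds that cut the protein-peptide binding signal by more than 50% relative to plate controls in a single-dose test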;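 also: His-tagged Mcl-1 with rhodamine Noxa BH3 peptide and terbium anti-His antibody; 0% = Mcl-1 plus Noxa peptide wells and 100% = peptide-only wells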
Rab7 wt GTP bind = modulators of GTP binding to dog Rab7 wildtype GTPase; GST-Rab7 beads, fluorescent GTP binding, flow cytometry; actives lie on both sides; untreated = 100%, excess cold GTP = 0%; GTP binding activity (percent of control), % at 10 µM; hit rate 0.055% among 190,000; AID 758;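 active = fluorescent GTP binding to Rab7 beads changed by at least 20 points from the 100% baseline, either direction, mostly lower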;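 also: median green fluorescence of bound Bodipy-FL-GTP per Rab7 bead population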
HRas wt GTP = changes GTP binding to wildtype human HRas; P01112; GTP binding activity, % at 10 µM; hit rate 0.14% among 190,000; GST-Ras wt beads, Bodipy-FL-GTP binding, flow cytometry; actives lie on both sides;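 active = GTP binding activity at least 20% away from the 100% baseline, either lowered as inhibitor or raised as activator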;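 also: 0% = unlabeled GTP competition control and 100% = no-compound control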
Target sequence (P01112 whole entry, looked up): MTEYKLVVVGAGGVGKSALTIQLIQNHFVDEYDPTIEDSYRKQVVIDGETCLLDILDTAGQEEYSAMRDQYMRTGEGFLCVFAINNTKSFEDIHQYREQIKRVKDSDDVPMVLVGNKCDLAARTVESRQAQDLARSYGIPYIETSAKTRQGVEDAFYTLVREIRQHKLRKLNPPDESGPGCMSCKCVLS
Rac1 wt GTP bind = human Rac1 wildtype GTP binding, inhibitors and activators. hit rate 0.27% among 190,000. GST-Rac1 beads, fluorescent GTP binding, flow cytometry; actives lie on both sides; 0 = cold GTP competed, 100 = untreated. AID 757. GTP binding activity (% of control), % at 10 µM;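 active = GTP binding activity at least 20 points away from the 100% control level, either lower or higher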
* hit, by the source's call; . = not tested or not shown; & = joins results of further samples. The order is random; about 2.7% have a hit in one of these screens.

SMILES	Bim-Mcl-1	Mcl1 Bid PPI	Rac1 act GTP bind	Cdc42 wt GTP	Pf gametocyte	Avidin fluor	Rab2A wt mod	Mcl1-Noxa inh	Rab7 wt GTP bind	HRas wt GTP	Rac1 wt GTP bind
CN(CCOC(=O)c1ccc2c(c1)OCCO2)Cc1ccccc1	0	2	95	98	13	36	98	25	99	99	96
O=C(Oc1ccccc1OC(=O)N1CCOCC1)N1CCOCC1	-1	-7	98	101	1	14	99	-10	101	101	103
O=C(CSc1ncccc1-c1nc2ccccc2[nH]1)N1CCc2ccccc21	-10	-37	98	97	2	8	97	-4	93	97	98
CC(C)CCNC(=S)NC1CCCC1	-2	-118	95	99	.	7	100	-6	97	95	97
COc1cc(C)nc(OCCNC(=O)COc2ccc(Cl)cc2Cl)n1	0	-20	99	101	.	14	102	6	94	103	98
Cc1cccc(NC(=O)CCSc2ccccn2)c1	-5	-22	100	101	12	15	98	4	99	100	101
Cc1onc(-c2c(Cl)cccc2Cl)c1C(=O)c1c[nH]c(C(=O)NC2CC2)c1	-6	-3	99	102	17	7	99	18	98	99	97
COc1ccc(Nc2nnc(SC(C(=O)Nc3cc(C)ccc3C)c3ccccc3)s2)cc1 (centres undefined)	0	-27	92	87	-30	12	86	39	97	89	91
C/C(=N\NC(=O)COc1ccccc1F)c1cc2ccccc2o1	0	-12	100	100	-2	15	99	9	95	101	99
CC(=O)c1ccc(N=Nc2ccc(C)cc2)cc1	-1	-1	94	96	1	9	98	3	107	97	99
C=CCN(c1ccc(C(=O)N2CCCC2)cc1)S(C)(=O)=O	-13	-7	103	108	.	14	105	-11	102	106	106
c1ccc(CNc2ncnc3sc4c(c23)CCCC4)nc1	-5	6	96	99	-41	13	97	10	99	99	100
O=C(Nc1ccc2c(c1)OCCO2)c1ccc(NC(=O)C2CCCO2)cc1 (centres undefined)	-2	2	102	106	.	10	106	10	105	106	111
CCOc1ccc(NC(=O)Nc2cccc(C(=O)O)c2)cc1	-3	0	100	101	12	18	103	2	99	102	99
O=C(OCC(F)(F)F)c1cccc(COc2ccc3ccccc3c2)c1	0	-22	96	99	-49	23	99	15	103	102	102
O=C(NCCc1ccccc1)C(=O)Nc1nccs1	-13	-44	102	104	-12	5	104	0	102	103	105
O=[N+]([O-])c1ccc2oc(-c3ccccc3)nc2c1	0	-16	95	98	3	23	100	-1	106	98	105
Cc1cn([C@H]2C=C[C@@H](CO)O2)c(=O)[nH]c1=O	-2&3	1&-1	101	103	.	10&7	101	-6&-10	98	100	104
O=C(CCN1C(=O)/C(=C/C=C/c2ccccc2)SC1=S)Nc1nccs1	-1	8	95	95	.	7	93	-1	98	96	95
O=C(O)c1ccc2c(c1)C(=O)N(c1cc(C(=O)O)ccc1Br)C2=O	-3	39	96	101	13	11	98	27	96	99	98
O=[N+]([O-])c1ccc(-c2c(O)c3ccccc3c3nc4ccccc4nc23)cc1	-1	-35	88	90	-9	12	91	8	92	91	93
Cc1ccc(-n2ncc3c(N4CCN(c5ccccc5)CC4)ncnc32)c(C)c1	23	-32	97	99	11	30	98	-3	97	97	99
O=C(/C=C/c1ccccc1)Nc1cccc(S(=O)(=O)Nc2ccccc2F)c1	-19	-30	94	99	11	2	97	23	97	95	98
CCCNC(=O)CSc1nc(-c2cccs2)cc(C(F)(F)F)n1	0	-11	100	102	.	36	102	9	99	101	102

Overlap with the part before: two compounds, then new ones.
SMILES	Bim-Mcl-1	Mcl1 Bid PPI	Rac1 act GTP bind	Cdc42 wt GTP	Pf gametocyte	Avidin fluor	Rab2A wt mod	Mcl1-Noxa inh	Rab7 wt GTP bind	HRas wt GTP	Rac1 wt GTP bind
O=C(/C=C/c1ccccc1)Nc1cccc(S(=O)(=O)Nc2ccccc2F)c1	-19	-30	94	99	11	2	97	23	97	95	98
CCCNC(=O)CSc1nc(-c2cccs2)cc(C(F)(F)F)n1	0	-11	100	102	.	36	102	9	99	101	102
Cc1csc(SC(C)C(=O)Nc2ccc(Cl)cn2)n1 (centres undefined)	-4	-6	101	103	.	12	103	-9	99	102	100
COC(=O)CSc1nc(C)c2ccc(OC)cc2n1	2	-31	98	99	.	5	97	19	96	99	102
CC(C)C(=O)Nc1cccc(C(=O)Nc2nccs2)c1	-2	-11	97	98	-18	19	100	5	100	100	102
CC(=O)c1ccc(OC(=O)CCN2c3ccccc3Sc3ccccc32)cc1	-1	-45	100	96	.	8	98	-44	94	99	98
O=C(Nc1ccccc1)c1cc([N+](=O)[O-])ccc1NC1CCCCC1	-6	-22	99	98	-6	11	103	-18	101	102	99
CCOc1ccc(Nc2nc(Cl)nc(NCCO)n2)cc1	-1	-19	97	99	17	14	98	14	104	100	102
Cc1cc(C)c2c(=O)[nH]c(SCc3ccc([N+](=O)[O-])cc3)nc2n1	1	-4	91	97	7	10	95	6	100	93	96
COc1ccc(NC(=O)CC2C(=O)N(C)C(=S)N2CCc2ccccc2F)cc1 (centres undefined)	0	-35	95	99	-17	9	99	1	104	98	102

(more compounds)
SMILES | Bim-Mcl-1 | Mcl1 Bid PPI | Rac1 act GTP bind | Cdc42 wt GTP | Pf gametocyte | Avidin fluor | Rab2A wt mod | Mcl1-Noxa inh | Rab7 wt GTP bind | HRas wt GTP | Rac1 wt GTP bind
CN1CCN(Cc2cc(=O)oc3ccc(Cl)cc23)CC1 | 2 | -22 | 104 | 108 | -27 | 8 | 101 | -3 | 100 | 104 | 109
Cc1ccc2c(CC(=O)NCc3cccs3)coc2c1 | -3 | 11 | 100 | 99 | 17 | 6 | 98 | 17 | 98 | 98 | 104
CNC(=S)N(Cc1ccc(OC)cc1)Cc1cc2cc(C)ccc2[nH]c1=O | -2 | -51 | 97 | 97 | 14 | 10 | 101 | -96 | 102 | 100 | 96
Cc1ccc(NC(=O)CCn2nc(C)cc2C)cc1 | 0 | -9 | 99 | 103 | 14 | 14 | 102 | 21 | 102 | 102 | 107
CC(C)(C)c1cc(C(=O)NCCN2CCCC2)cc(C(C)(C)C)c1 | 1 | -1 | 99 | 100 | 2 | 5 | 102 | 3 | 102 | 100 | 104
CC(=O)C1=NN(c2ccccc2)C2(S1)S/C(=C\c1ccccc1)C(=O)N2c1ccccc1 (centres undefined) | -4 | 2 | 98 | 97 | . | 7 | 98 | 1 | 100 | 97 | 100
COc1ccc(-c2nc(S(=O)(=O)c3ccccc3)c(N3CCOCC3)o2)cc1 | -5 | -17 | 100 | 104 | -14 | 12 | 98 | 9 | 99 | 102 | 108
Cc1ccc(SCC(=O)c2sc(-c3ccccc3)nc2C)cc1 | -3 | -15 | 89 | 90 | 16 | 13 | 92 | 12 | 92 | 92 | 87
CCOC(=O)CN/C=C(\C#N)c1ccc(F)cc1 | -4 | -41 | 97 | 102 | . | 8 | 102 | -1 | 102 | 100 | 96
CC1CCC(C(C)C)C(=O)/C1=C\c1ccc(NC(=O)CCC(=O)O)cc1 (centres undefined) | 0 | -34 | 93 | 93 | -2 | 8 | 98 | -9 | 107 | 97 | 96
CCOC(=O)C1=C(C)N(Cc2ccc(C(=O)O)cc2)C(=O)NC1c1ccc([N+](=O)[O-])cc1 (centres undefined) | -1 | 0 | 98 | 103 | . | 11 | 99 | 1 | 103 | 102 | 104
CCn1cc(C(=O)NCc2ccccn2)c(=O)c2cc(F)c(N3CCN(C)CC3)cc21 | -2 | -7 | 98 | 97 | 6 | 35 | 100 | 26 | 96 | 98 | 99
CC(CN1CCN(C)CC1)OC(=O)c1ccc(Cl)cc1Cl (centres undefined) | -1 | 43 | 99 | 105 | 5 | 38 | 101 | 25 | 99 | 101 | 103
CC(C)CNC(C(=O)Nc1ccc([N+](=O)[O-])cc1Br)c1ccccc1 (centres undefined) | -10 | 45 | 99 | 102 | -5 | 6 | 98 | 28 | 103 | 99 | 100
O=C1/C(=C\Nc2ccc(Cl)cc2)CCN1c1ncccn1 | -1 | -22 | 95 | 96 | 0 | 10 | 95 | . | 92 | 95 | 92
COc1ccc(/C(C)=N\NC(=O)c2ccc3c(c2)OCO3)cc1OC | -1 | -19 | 98 | 101 | -33 | 15 | 100 | 0 | 102 | 99 | 105
CCOC(=O)C1CCCN(c2c(C(=O)c3ccccc3)cnc3ccccc23)C1 (centres undefined) | 1 | 2 | 94 | 96 | 6 | 10 | 100 | 9 | 98 | 97 | 97
O=C(COc1cccnc1[N+](=O)[O-])Nc1cccc(S(=O)(=O)N2CCOCC2)c1 | 3 | -34 | 95 | 96 | 3 | 9 | 97 | 16 | 104 | 98 | 94
CSc1ccccc1NC(=O)CSCc1ccccc1Br | -1 | -13 | 94 | 98 | . | 29 | 94 | . | 97 | 96 | 93
Cc1ccc(C2NC(=O)Cc3ccccc32)cc1 (centres undefined) | 3 | -26 | 96 | 95 | . | 10 | 97 | 6 | 101 | 96 | 95
O=C(COC(=O)/C=C/c1ccco1)NCc1ccccc1Cl | -1 | -18 | 94 | 94 | 17 | 24 | 96 | 2 | 102 | 98 | 95
CNc1sc(C(=O)c2cccs2)c(N)c1-c1nc2ccccc2s1 | 3 | -26 | 95 | 96 | . | 32 | 97 | 56* | 99 | 96 | 96
Fc1ccccc1-c1nnc2c3ccccc3nc(N3CCOCC3)n12 | 0 | 2 | 99 | 101 | -1 | 8 | 101 | 4 | 102 | 103 | 99
CCCN1C2=C(C(=O)CC(C)(C)C2)C(c2ccc(F)cc2)C2=C1c1ccccc1C2=O (centres undefined) | -3 | -44 | 94 | 97 | . | 27 | 96 | 14 | 96 | 97 | 101
COC(=O)c1cc2nc(-c3ccc(OC)cc3)cc(C(F)(F)F)n2n1 | 2 | 4 | 96 | 98 | 3 | 9 | 97 | 2 | 97 | 99 | 97
CCC(CC)C(=O)Nc1nc(-c2ccc3c(c2)CCN3C(=O)C2CC2)c(C)s1 | 0 | -20 | 102 | 102 | . | 6 | 99 | 7 | 97 | 98 | 102
CC(C)NCC(O)COCCOc1ccc(C(C)(C)C)cc1 (centres undefined) | -8 | 3 | 99 | 102 | -10 | 12 | 100 | 0 | 99 | 99 | 102

As entered above:
CCCN1C2=C(C(=O)CC(C)(C)C2)C(c2ccc(F)cc2)C2=C1c1ccccc1C2=O (centres undefined) | Rab7 wt GTP bind = 96
CSc1ccccc1NC(=O)CSCc1ccccc1Br | Rab7 wt GTP bind = 97
Cc1ccc(SCC(=O)c2sc(-c3ccccc3)nc2C)cc1 | Rab2A wt mod = 92
O=C(COc1cccnc1[N+](=O)[O-])Nc1cccc(S(=O)(=O)N2CCOCC2)c1 | Rab7 wt GTP bind = 104
CNc1sc(C(=O)c2cccs2)c(N)c1-c1nc2ccccc2s1 | Avidin fluor = 32

Bioassay records (PubChem)
